# NOD2-RIPK2 inh – inhibitors of human NOD2-RIPK2 interaction; O43353; 0.38% of 360,000 active; CHO BLA complementation NOD2-RIPK2, CCF4 ratio; AID 624267; inhibition, % at 4.98 µM; in the data active = inhibition above about 21%;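 also: 0% = vehicle only and 100% = reference blocker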
# LRH-1 inv ag – NR5A2 inverse agonism in reporter assay | O00482 | inhibition, % at 3.6 µM | 0.13% of 360,000 active | HEK293T StAR-luciferase reporter, LRH-1 transfected, 24 h | AID 602396;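 active = inhibition above the mean inhibition of all tested compounds plus 3 SD, cut at about 73% in these data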;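 also: 0% = DMSO wells and 100% = reporter-only cells lacking LRH-1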
# TLR9-MyD88 inh – TLR9-MyD88 interaction inhibition; CHO BLA complementation TLR9-MyD88, CCF4 FRET ratio; AID 504734; inhibition, % at 4.98 µM; 0.21% of 340,000 active;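 active = inhibition above the mean over all tested compounds plus 3 SD, cut at about 21% in these data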;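 also: 0% = DMSO only wells and 100% = clavulanate BLA inhibitor control wells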
# LMP1 NFkB inh – inhibitors of Epstein-Barr LMP1-induced NF-kappaB reporter; LMP1-induced NF-kappaB luciferase reporter cells, luminescence; 0.69% of 350,000 active; AID 504558; inhibition, % at 12.5 µM; in the data active = inhibition above about 41%; inconclusive = no clear call, values can overlap the other calls;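 also: 0% = neutral control wells and 100% = reference inhibitor control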
# SRC1 inh – human NCOA1 inhibition; inhibition, % at 3.6 µM; 0.12% of 360,000 active; Q15788; AID 588354; HEK293 GAL4-SRC1 luciferase reporter, luminescence;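 active = inhibition above the campaign mean plus 3 SD, with each screening campaign given its own cutoff, cut at about 60% in these data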;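 also: 0% = DMSO treated cells and 100% = gossypol at 36 µM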
# Target sequence (Q15788 whole entry, looked up, the tested form may be a part): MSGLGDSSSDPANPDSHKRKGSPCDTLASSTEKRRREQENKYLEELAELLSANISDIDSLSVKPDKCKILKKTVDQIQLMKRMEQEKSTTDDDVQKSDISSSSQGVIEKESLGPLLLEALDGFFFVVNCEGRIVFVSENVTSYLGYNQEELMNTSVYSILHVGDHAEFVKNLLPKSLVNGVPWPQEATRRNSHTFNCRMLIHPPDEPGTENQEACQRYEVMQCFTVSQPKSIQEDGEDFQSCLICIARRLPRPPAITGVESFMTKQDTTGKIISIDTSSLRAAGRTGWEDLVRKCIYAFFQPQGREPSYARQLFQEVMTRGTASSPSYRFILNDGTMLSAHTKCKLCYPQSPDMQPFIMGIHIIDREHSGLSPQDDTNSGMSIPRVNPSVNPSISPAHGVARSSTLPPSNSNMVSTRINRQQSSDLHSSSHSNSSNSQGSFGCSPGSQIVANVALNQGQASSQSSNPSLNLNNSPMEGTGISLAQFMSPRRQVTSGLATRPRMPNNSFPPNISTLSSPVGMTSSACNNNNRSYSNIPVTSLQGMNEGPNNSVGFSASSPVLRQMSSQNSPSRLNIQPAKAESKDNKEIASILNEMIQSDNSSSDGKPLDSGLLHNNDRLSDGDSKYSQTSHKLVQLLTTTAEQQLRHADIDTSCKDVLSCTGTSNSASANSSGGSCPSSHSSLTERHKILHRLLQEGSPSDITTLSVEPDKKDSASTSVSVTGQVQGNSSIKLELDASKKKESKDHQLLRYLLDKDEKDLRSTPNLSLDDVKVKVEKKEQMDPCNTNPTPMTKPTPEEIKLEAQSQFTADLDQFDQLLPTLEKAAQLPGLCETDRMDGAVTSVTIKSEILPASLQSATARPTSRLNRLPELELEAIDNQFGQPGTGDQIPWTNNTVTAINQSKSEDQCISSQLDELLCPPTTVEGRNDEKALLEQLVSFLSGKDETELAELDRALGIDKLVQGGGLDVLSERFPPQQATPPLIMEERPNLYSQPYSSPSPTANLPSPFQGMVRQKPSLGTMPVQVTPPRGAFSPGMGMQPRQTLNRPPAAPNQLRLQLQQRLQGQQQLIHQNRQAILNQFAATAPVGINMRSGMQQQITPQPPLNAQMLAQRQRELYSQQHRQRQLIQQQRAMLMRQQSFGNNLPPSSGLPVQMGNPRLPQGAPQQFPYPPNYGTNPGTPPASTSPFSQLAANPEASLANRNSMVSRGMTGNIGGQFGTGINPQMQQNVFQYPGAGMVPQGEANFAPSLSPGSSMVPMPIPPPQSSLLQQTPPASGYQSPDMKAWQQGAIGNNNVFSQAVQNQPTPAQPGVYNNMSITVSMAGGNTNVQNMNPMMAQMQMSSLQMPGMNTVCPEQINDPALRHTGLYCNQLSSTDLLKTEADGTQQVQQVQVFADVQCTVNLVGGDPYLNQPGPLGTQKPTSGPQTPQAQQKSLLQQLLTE
# C8 TRAIL sens – caspase-8 TRAIL sensitization; NB7+C8 cells + TRAIL, ATPlite viability luminescence; inhibition (viability loss, TRAIL sensitization), % at 10 µM; 1% of 360,000 active; AID 624354;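 active = compounds causing at least 50% loss of cell viability in the single-dose screen, relative to plate controls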
# Vif inh – HIV Vif inhibition. HEK293T cells, Vif self-association by quenched fluorescence, imaging, 24 h. inhibition, % at 7.49 µM. 0.35% of 340,000 active; in the data active = inhibition above about 50%, passing the limit was not always enough; inconclusive = no clear call, values can overlap the other calls; inactive = below about 31%; also: some results filed as inactive read as strong as hits
# SRC2 inh – inhibits human steroid receptor coactivator 2; Q15596; HEK293 GAL4-SRC2 luciferase reporter, luminescence; inhibition, % at 9 µM; 0.17% of 370,000 active; AID 651957;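 active = inhibition above the mean inhibition of all tested compounds plus 3 SD, set per campaign, cut at about 52% in these data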;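 also: 0% = DMSO treated cells and 100% = cells given Gossypol at 36 µM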
# TROY signal inh – inhibitors of TROY-dependent NF-kB signaling. Q293 LMP1-TROYcd NF-kB luciferase reporter, 4 h. inhibition, % at 10 µM. 0.98% of 360,000 active;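 active = compounds whose plate-normalised and pattern-corrected inhibition of the luciferase reporter signal at the single screening dose is 50% or more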
# NR2F2 inh – blocks human COUP-TFII nuclear receptor; P24468; HEK293T NGFI-A luciferase reporter, luminescence; inhibition, % at 8.6 µM; 0.7% of 370,000 active;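 active = inhibition above a per-plate cutoff, mean inhibition of test wells between control levels plus 3 SD, cut at about 38% in these data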;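 also: cells cotransfected with COUP-TFII expression vector driving the NGFI-A reporter; 0% = median of COUP-TF2 test wells and 100% = reporter-only cells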
# NCOA3 inh – inhibitors of human steroid receptor coactivator 3 (SRC3); Q9Y6Q9; HEK293 GAL4-SRC3 luciferase reporter, luminescence; inhibition, % at 3.6 µM; 0.17% of 360,000 active; AID 588352;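 active = inhibition above a per-campaign cutoff, the mean of all compounds plus 3 SD, cut at about 60% in these data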;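 also: 0% = DMSO-treated cells and 100% = gossypol-treated cells at 36 µM; higher means less SRC3-driven luciferase light from the GAL4 reporter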
# * marks the source's active call; other numbers are inactive results; u = inconclusive; x = no result given. This is a subset. The share of hits here may be higher or lower than overall.
SMILES,NOD2-RIPK2 inh,LRH-1 inv ag,TLR9-MyD88 inh,LMP1 NFkB inh,SRC1 inh,C8 TRAIL sens,Vif inh,SRC2 inh,TROY signal inh,NR2F2 inh,NCOA3 inh
S=C(Nc1ccc(Cl)cc1)N1CCCCC1,-1,-27,-2,1,-43,13,-1,-15,-8,-16,-9
COc1ccc(-c2[nH]nc3c2C2(C(=O)N(CC(=O)O)c4ccccc42)C(C#N)=C(N)O3)cc1OC (centres undefined),-6,-14,-13,17,-1,13,3,-26,-15,-2,16
CCOc1cc(C2Nc3ccccc3NC3=C2C(=O)CC(C)(C)C3)ccc1OC(C)=O (centres undefined),12,-6,0,3,19,-2,4,-19,19,-13,14
O=C(COC(=O)c1cc(S(=O)(=O)N2CCOCC2)ccc1F)c1ccccc1,7,-1,10,3,8,12,x,15,-7,13,-1
COc1cccc(C2C=C(Nc3ccccc3)C(=O)N2c2ccccc2)c1 (centres undefined),0,-31,-1,-3,-14,-7,12,-8,-52,9,4
CNS(=O)(=O)c1ccc2c3c(cccc13)C(=O)N2C,5,-2,2,-2,-15,-6,u,-13,-4,-17,10
Cn1nc(C(=O)Nc2ccc(S(=O)(=O)N3CCCCC3)cc2)ccc1=O,3,10,0,16,-4,8,25,-8,5,5,28
Cc1ccc(NC(=O)C(=O)NCc2ccco2)c(C)c1,-1,-73,8,-10,-35,-8,-4,-38,-51,-38,-37
O=C(CNCc1ccccc1Cl)Nc1ccc2c(c1)OCCO2,-10,-91,1,-30,-74,10,x,-81,-52,-19,-104
CCn1cc(/C=C(\NC(=O)c2ccccc2)C(=O)N2CCOCC2)c2ccccc21,5,7,4,6,2,13,11,-1,-5,-6,2
COc1cccc(-c2nnc(SCc3nc4ccccc4s3)n2C)c1,-8,-14,-7,-8,-9,-12,0,-15,-24,11,-18
CCc1cccc2c(C(=O)COC(=O)/C=C/c3ccccc3OC)c[nH]c12,7,9,-8,1,18,1,-5,-4,1,-8,12
O=C(NCc1ccc2c(c1)OCO2)c1ccc2c(c1)S(=O)(=O)c1ccccc1C2=O,-11,8,-8,-4,6,12,1,2,13,7,-6
CCOC(=O)c1c(C)n(C)c2cc(Br)c(C)cc12,-1,1,-3,2,2,-25,-1,13,-19,-19,-1
COC(=O)c1cc(S(=O)(=O)NC2CCCCC2)cn1C,5,-1,-3,-4,15,2,-4,0,-12,11,-7
CCOc1ccc(C(=O)NCC(c2cccs2)N(C)C)cc1OCC (centres undefined),-7,-24,14,-9,-12,2,4,-41,-2,2,11
Cc1nn(CC(=O)NCCCN2CCOCC2)c(C)c1[N+](=O)[O-],-7,15,8,0,-21,8,37,0,-15,-5,4
CC(NC(=O)COC(=O)/C=C/c1ccc(Cl)cc1)c1ccccc1 (centres undefined),3,20,7,-19,-7,-6,1,-18,2,-8,2
O=C(NCCc1c[nH]c2ccccc12)Nc1cccc2ccccc12,13,-1,5,6,-6,9,4,0,-4,4,-3
O=c1cc(Cc2nnc(SCc3ccccc3)n2-c2ccc(Cl)cc2)[nH]c(=O)[nH]1,-4,-5,-5,-6,6,8,0,5,11,-23,3
CCOCCCNC(=O)NC12CC3CC(CC(C3)C1)C2,-1,0,0,2,-40,-6,x,3,-15,7,10
CC(OC(=O)CCC1CCCC1)C(=O)Nc1ccccc1[N+](=O)[O-] (centres undefined),6,-4,3,1,4,0,-3,1,10,-7,-9
CCC1CN(C(=O)N2CCC(C(=O)NCc3ccco3)CC2)c2cc(C)ccc2O1 (centres undefined),-12,6,-3,8,0,13,-4,-1,-3,-20,5
Cc1ccc(C2(c3ccccc3)NC(=O)N(CC(=O)NC3CCS(=O)(=O)C3)C2=O)cc1C (centres undefined),4,-27,-1,4,16,2,-4,14,-5,0,18
CCN(CCC(=O)Nc1ccc(Br)c(C)c1)Cc1ccccc1,-5,8,9,7,-17,11,-4,-7,-6,7,-4
Cc1cccc(S(=O)(=O)Nc2nc3ccccc3nc2NCC2CCCO2)c1 (centres undefined),4,-5,-5,-1,-23,-14,6,0,11,-14,-10
CCOC(=O)C1(Cc2ccc(OC)cc2)CCN(C(=O)c2ccoc2C)CC1,-7,-3,-6,-7,-19,-6,-5,5,2,13,-5
Cc1nc(C)c(C(=O)NCc2ccc(Cl)cc2)o1,-18,-12,-8,11,19,1,-4,x,-14,x,25
O=C(C1COc2ccccc2O1)N1CCN(Cc2ccc3c(c2)OCO3)CC1 (centres undefined),-3,1,10,1,7,6,u,1,14,16,14
CC1(C(=O)NS(=O)(=O)c2ccc(Cl)s2)CCN1C(=O)C1CCCCC1 (centres undefined),-9,-19,x,x,-7,-13,0,-20,-4,4,1
CCCCc1c(C(=O)O)cc(OC)cc1C(=O)O,10,5,0,-4,-13,0,1,-1,8,5,-32
COc1cc(C2NC(=O)NC(C)=C2C(=O)OCC2CCCO2)cc(OC)c1OC (centres undefined),-3,5,1,7,1,3,7,2,15,-10,8
O=C(CC(Nc1ccc(F)cc1)c1ccccc1)c1ccccc1 (centres undefined),-3,2,1,-4,-25,0,-12,-26,2,13,8
CCOc1cc(CN2CCC(CO)(Cc3cccc(C(F)(F)F)c3)CC2)ccc1OC,-4,-4,-3,-5,5,7,5,-3,-8,21,22
COc1ccc(NC(=O)c2ccc3nc(-c4ccccc4)c(-c4ccccc4)nc3c2)c(OC)c1,4,-14,8,8,-3,2,1,-17,17,2,-1
CCN1C(=O)C(C(=O)c2ccccc2)SC1=S (centres undefined),-8,10,-8,3,-6,-3,1,x,4,x,14
Cc1cc(Nc2ccccc2F)n2ncnc2n1,-13,19,-9,9,4,11,-1,6,1,-5,-9
Cc1cc(Cl)n2ncc(-c3ccccc3)c2n1,5,-99,2,-16,-71,91*,0,-56,-1,-35,-63
CSc1ncccc1C(=O)OC(C)C(=O)Nc1cccc(S(=O)(=O)N2CCOCC2)c1 (centres undefined),-19,4,-12,5,11,7,2,-9,3,-10,17
O=C(Oc1cccc(NC(=O)c2cccs2)c1)c1cccc(S(=O)(=O)N2CCCC2)c1,3,-10,-19,6,-30,4,-2,-42,7,0,-4
CC(=O)Nc1ccc(Cl)cc1C1COC(=O)C1=N (centres undefined),11,-1,11,-11,2,-3,1,-1,-1,12,6
c1ncn(C23CC4CC(CC(C4)C2)C3)n1,-10,-15,6,3,8,0,-6,-7,-11,13,4
CCOc1cc(/C=C/c2nc3ccccc3s2)ccc1OCC(=O)N1CCOCC1,-6,-15,0,4,-12,12,-9,-11,5,11,-4
COCCN(CC1CCCN(C2Cc3ccccc3C2)C1)C(=O)CCC(N)=O (centres undefined),-5,14,-5,8,0,11,4,-13,5,-20,7
O=C(CSc1nnc(-c2cccnc2)o1)Nc1ccc(Br)cc1,-1,-15,0,-15,12,-6,13,-40,1,-18,-1
COc1ccc(CNC(=O)C2CCN(S(=O)(=O)c3cccc4nsnc34)CC2)cc1,8,0,3,0,-14,-15,-9,21,3,-4,-8
CCc1ccc(CN2CCC(n3nccc3NC(=O)Cc3ccccc3)CC2)o1,-3,-31,-1,6,4,-16,-2,-14,-16,-29,-7
O=C(Cc1ccc(S(=O)(=O)N2CCCCC2)s1)Nc1cccc2ccccc12,6,0,-12,-1,3,-1,0,-15,-3,-2,3
Cc1cc(C)n(-c2nc3nonc3nc2-n2nc(C)cc2C)n1,4,-16,5,-5,-7,5,44,-20,3,-1,12
O=C(NCCC1=CCCCC1)C1CCN(S(=O)(=O)c2cccc3nsnc23)CC1,2,-1,-1,-1,-4,-11,10,-19,-13,-6,15
CCOc1cc(N2CCOCC2)c(OCC)cc1NC(=O)COC(=O)CCc1c[nH]c2ccccc12,-1,33,-16,-11,-16,-7,-5,-8,11,-6,-9
Cc1ccc(S(=O)(=O)N(c2ccccc2)C2CCS(=O)(=O)C2)cc1 (centres undefined),-13,9,-3,8,-11,-3,1,-14,13,-20,24
COc1ccccc1NC(=S)NC(NC(=O)C(C)C)C(Cl)(Cl)Cl (centres undefined),-2,-1,2,12,9,0,-9,0,-12,-2,10
CCC/C=C/c1ccc(CN2C(C(C)C)C(=O)N(Cc3cn(CCC4OCCO4)nn3)CCS2(=O)=O)cc1 (centres undefined),7,-4,-4,6,-18,3,-2,8,-2,0,-7
Cc1ccccc1NC(=O)CN1C(=O)N/C(=C\c2cccn2-c2cccc(C(=O)O)c2)C1=O,-9,-5,-2,-7,-26,11,7,5,-11,13,11
Cc1nnc(SCC(=O)Nc2ncc(Cl)cc2Cl)n1Cc1ccccc1,4,8,-7,5,-14,-15,0,12,4,-5,-5
COc1ccccc1N1CCN(C(=O)c2cc(-c3ccc(Cl)cc3)on2)CC1,5,0,-2,-1,6,1,-5,1,29,5,2
Cc1cc(=O)n2[nH]c(NCc3c(F)cccc3Cl)nc2n1,5,-11,0,-5,-4,-12,0,17,3,4,10
O=C(c1ccco1)N1CCN(c2ncnc3c(-c4ccc(Cl)cc4)nsc23)CC1,-13,22,-13,10,1,-1,8,x,63*,x,3
C=CCn1c2ccccc2c2nnc(SCCN3CCCCC3)nc21,-8,-6,-3,-14,-4,-5,0,3,-13,17,-31

# (more compounds)
SMILES,NOD2-RIPK2 inh,LRH-1 inv ag,TLR9-MyD88 inh,LMP1 NFkB inh,SRC1 inh,C8 TRAIL sens,Vif inh,SRC2 inh,TROY signal inh,NR2F2 inh,NCOA3 inh
CCN(CC)S(=O)(=O)c1ccc2[nH]cc(C(=O)NCCCN3CCCCC3)c(=O)c2c1,-12,6,-1,-6,3,7,-3,3,1,17,17
CCS(=O)(=O)Nc1cccc(C2=NN(C(C)=O)C(c3cccs3)C2)c1 (centres undefined),2,11,7,1,-15,-1,-4,-33,-9,-17,-19
COc1ccc(-c2cc(C(=O)N(C)Cc3ccccc3F)c3ccccc3n2)cc1OC,1,22,-2,17,18,21,-4,-12,9,20,-4
CC(=O)N1CCc2cc(S(=O)(=O)NC(C(=O)N3CCN(c4ccccc4F)CC3)C(C)C)ccc21 (centres undefined),0,3,7,9,4,2,10,-8,-3,13,2
Cc1ccc(NS(=O)(=O)c2cccc3nsnc23)cc1,2,-5,3,-4,-5,-17,-3,-18,-3,3,29
Cc1cccc(C)c1NC(=O)CC(C)c1ccccc1 (centres undefined),-3,-2,-3,3,-13,0,3,-8,2,-10,3
C#CCOc1ccc(C2C3=C(CC(C)(C)CC3=O)N(CC(=O)O)C3=C2C(=O)CC(C)(C)C3)cc1OC,-1,16,-12,-15,-4,-2,12,2,12,1,-13

# Pulled one by one from the entries so far (two):
SMILES,NOD2-RIPK2 inh,LRH-1 inv ag,TLR9-MyD88 inh,LMP1 NFkB inh,SRC1 inh,C8 TRAIL sens,Vif inh,SRC2 inh,TROY signal inh,NR2F2 inh,NCOA3 inh
CCS(=O)(=O)Nc1cccc(C2=NN(C(C)=O)C(c3cccs3)C2)c1 (centres undefined),2,11,7,1,-15,-1,-4,-33,-9,-17,-19
C#CCOc1ccc(C2C3=C(CC(C)(C)CC3=O)N(CC(=O)O)C3=C2C(=O)CC(C)(C)C3)cc1OC,-1,16,-12,-15,-4,-2,12,2,12,1,-13

# Screening data deposited in PubChem BioAssay by several laboratories.
